CatL block: blocks human cathepsin L protease activity | P07711 | purified cathepsin L, fluorogenic substrate, fluorescence | inhibition, %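 (tested at 10 µM)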 | actives 0.17% (n = 58,000); in the data active = inhibition above about 45%;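 note: 0% = enzyme with no compound and 100% = no enzyme blank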
5HT1a ag: activates the human 5-HT1a serotonin receptor; actives 0.56% (n = 65,000); CHO 5-HT1a Ga15 NFAT-bla reporter, FRET ratio; 0% basal, 100% maximal reference agonist; activation, % at 10 µM;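 active = activation above the screen-wide mean activation plus 3 SD, cut at about 19% in these data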;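 note: 0% = DMSO wells and 100% = 5-CT at EC100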
Target sequence (P08908 whole entry, looked up): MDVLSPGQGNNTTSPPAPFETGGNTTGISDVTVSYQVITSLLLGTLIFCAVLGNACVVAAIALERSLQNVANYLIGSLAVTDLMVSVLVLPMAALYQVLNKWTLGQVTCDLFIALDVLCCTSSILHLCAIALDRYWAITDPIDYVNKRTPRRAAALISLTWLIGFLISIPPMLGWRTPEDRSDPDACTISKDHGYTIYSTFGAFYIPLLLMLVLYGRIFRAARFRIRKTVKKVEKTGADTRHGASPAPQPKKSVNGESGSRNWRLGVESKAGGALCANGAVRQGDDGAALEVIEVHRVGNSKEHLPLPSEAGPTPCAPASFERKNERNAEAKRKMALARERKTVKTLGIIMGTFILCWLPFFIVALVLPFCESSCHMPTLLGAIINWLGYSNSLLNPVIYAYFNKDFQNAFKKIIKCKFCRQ
Cathepsin G inh: inhibitors of human cathepsin G; actives 0.2% (n = 62,000); inhibition, % at 5 µM (by protocol); P08311; purified enzyme, AMC-tetrapeptide fluorescence, pooled mixtures; AID 581;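 active = inhibition above 20% in each of the two mixture wells holding the compound; inactive = inhibition of 20% or less in either well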;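 note: 0% = enzyme control without mixture and 100% = blank lacking enzyme; strong numbers were not always called active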
Target sequence (P08311 21-244 limits assumed): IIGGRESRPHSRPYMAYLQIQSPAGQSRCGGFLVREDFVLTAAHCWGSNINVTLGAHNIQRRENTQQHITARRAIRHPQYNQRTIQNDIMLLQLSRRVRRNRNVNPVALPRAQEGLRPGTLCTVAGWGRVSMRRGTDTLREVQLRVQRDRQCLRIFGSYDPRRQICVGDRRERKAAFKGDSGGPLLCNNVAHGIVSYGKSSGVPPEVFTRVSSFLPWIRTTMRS
Hsp90 block: displaces geldanamycin probe from tumor Hsp90 | inhibition, % at 30 µM | P07900 | actives 0.35% (n = 64,000) | AID 429 | NCI-N417 lysate Hsp90, Cy3B-geldanamycin FP displacement;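 active = inhibition above 50%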;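 note: 0% = tracer plus lysate wells and 100% = tracer alone without lysate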
C1s block: human complement C1s inhibition; mean inhibition % of two 10-compound mixtures (active compounds read high), % at 5 µM (by protocol); P09871; AID 538; purified C1s, fluorogenic AMC substrate, pooled mixtures; actives 0.16% (n = 62,000);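 active = inhibition above 20% in each of the two 10-compound mixture wells holding the compound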;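 note: 0% = enzyme wells lacking compound mixture and 100% = no-enzyme blank wells; some compounds called inactive have numbers as strong as hits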
Cdc25B inh: human M-phase inducer phosphatase 2 inhibition | P30305 | recombinant Cdc25B, OMFP fluorescence Ex485/Em525 | inhibition, %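 (compounds tested at 10 µM final in the well)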 | actives 0.1% (n = 65,000); in the data active = inhibition above about 50%
FXIa inh mix: blocks human factor XIa in pooled compound mixtures. inhibition, % at 5 µM. purified FXIa, fluorogenic substrate. P03951. actives 0.19% (n = 62,000);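 note: each value is inhibition by a whole ten-compound pool holding the compound; 0% = enzyme with no mixture and 100% = wells lacking enzyme; strong numbers were not always called active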
FXIIa inh mix: blocks human factor XIIa in pooled compound mixtures; actives 0.2% (n = 62,000); purified FXIIa, fluorogenic substrate; P00748; inhibition, % at 5 µM; AID 684;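 note: 0% = enzyme without compound and 100% = no enzyme blank; some results filed as inactive read as strong as hits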
MKP-1 inh: inhibitors of human MKP-1 phosphatase; P28562; recombinant MKP-1, OMFP hydrolysis fluorescence; inhibition, %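 (compounds tested at a single concentration somewhere between 10 and 100 µM)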; actives 0.15% (n = 65,000);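 active = inhibition above about 50%, limit read from the data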;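 note: 0% = DMSO max control wells and 100% = wells with enzyme stopped by NaOH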
Target sequence (P28562 whole entry, looked up): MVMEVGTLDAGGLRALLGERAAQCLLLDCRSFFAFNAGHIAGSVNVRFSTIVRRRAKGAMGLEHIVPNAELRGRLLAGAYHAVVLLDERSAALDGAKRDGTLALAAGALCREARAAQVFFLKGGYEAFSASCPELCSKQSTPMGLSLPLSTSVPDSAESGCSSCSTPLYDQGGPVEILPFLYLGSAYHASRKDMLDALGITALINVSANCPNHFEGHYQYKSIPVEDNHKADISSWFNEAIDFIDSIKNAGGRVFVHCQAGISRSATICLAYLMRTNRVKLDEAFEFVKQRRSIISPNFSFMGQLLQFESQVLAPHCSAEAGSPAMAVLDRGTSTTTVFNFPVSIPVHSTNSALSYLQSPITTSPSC
An asterisk follows results filed as active; i = inactive; . = not tested or not shown. Cut-off read from the data, not from the text of the source, unless noted: active = inhibition above about 20% (passing the limit was not always enough); inactive = the rest. No enrichment for hits, and some 1.6% of all compounds hit somewhere here.

Values in the order: 5HT1a ag	MKP-1 inh	FXIa inh mix	Hsp90 block	C1s block	FXIIa inh mix	Cathepsin G inh	CatL block	Cdc25B inh
CC(=O)N1CCN=C1SCc1cccc(C(F)(F)F)c1
  -1.0	0	2	4	-15	1	7	-7	6
O=C(CSc1nnc(-c2ccco2)o1)NC1CCCCCC1
  0.8	-1	-38	-2	8	9	-10	33	-5
O=C(CCN1CCN(c2ccccc2F)CC1)Nc1ccc2c(c1)OCO2
  8.3	-10	6	2	17	12	18	19	4
COc1ccc(-c2cnc(SCC(=O)Nc3ccc4c(c3)OCO4)n2Cc2ccco2)cc1
  0.6	3	3	-3	11	3	8	0	-12
CC(c1ccccc1)N1C(=O)CC(Sc2ncccc2C(=O)O)C1=O (configuration not stated)
  -0.6	-4	1	-3	-7	13	-17	3	-4
Cn1c(=O)oc2cc(S(=O)(=O)N3CCCC(C(=O)NCCN4CCOCC4)C3)ccc21 (configuration not stated)
  -4.4	-3	2	-2	2	-1	-2	-1	-18
CC(=O)c1cc(C)ccc1OC(=O)c1cccnc1
  -1.2	4	-5	3	-40	10	-11	.	-10
COCCn1c(=S)[nH]c2cc(C(=O)N3CCN(Cc4ccc5c(c4)OCO5)CC3)ccc2c1=O
  0.7	28	-1	-2	-2	4	13	5	-10
C=CCn1c(=O)[nH]c2cc(C(=O)N3CCN(c4ccc(C(C)=O)cc4)CC3)ccc2c1=O
  1.4	14	3	-4	-9	-12	34	1	-4
Cc1ccc(C(=O)CC2(O)C(=O)N(CCc3ccccc3)c3ccc(Br)cc32)o1 (configuration not stated)
  0.6	3	5	-20	0	-1	-3	14	-8
CCN1CCN(CCCOc2ccc(-c3ccccc3)cc2)CC1
  -0.8	-14	1	-1	-1	7	11	7	-18
Cc1ccc2cc3c(N)c(C(=O)N4CCOCC4)sc3nc2c1
  0.2	-7	.	-25	.	.	.	.	3
CCOC(=O)c1ccccc1NC(=O)c1c(O)c2ccccc2n(CC)c1=O
  -3.5	7	1	-2	7	2	3	5	14
O=C(NCCN1CCCCCC1)C1CCN(S(=O)(=O)N2CCOCC2)CC1
  -3.9	11	0	0	4	3	2	20	-2
O=C(OCc1ccccc1Cl)c1ccc(-n2cnnc2)cc1
  0.9	-1	7	-1	7	6	-2	-19	-10
COc1ccc(CCNS(=O)(=O)c2cccc3nsnc23)cc1OC
  -2.7	12	3	2	12	-11	12	-5	-21
O=C(Nc1nnc(-c2cccs2)o1)c1cccc(C(F)(F)F)c1
  -2.4	12	-1	-3	7	-19	5	.	-6
CC(=O)N1CCCc2cc(S(=O)(=O)N(C)Cc3ccccc3)ccc21
  -4.1	2	0	1	2	6	7	8	-17
COc1ccc(CCn2c(=N)c(C#N)cc3c(=O)n4ccccc4nc32)cc1
  1.8	2	10	-5	-8	-16	12	-13	14
COc1cccc(/C=N/n2c(CO)nc3ccccc32)c1OC
  0.4	-10	-2	-1	-4	-16	9	4	-1
CCc1c(C(=O)Nc2ccc(OC)cc2)[nH]c(C)c1C(C)=O
  -3.8	1	-2	0	-20	-21	-2	-5	3
O=C(NCCN1CCOCC1)c1cc(=O)[nH]c2ccc(Br)cc12
  -6.5	14	4	-2	6	7	12	0	-5
COC(=O)c1ccc(C(=O)OC)c(NC(=O)c2oc(C)nc2C)c1
  -1.4	26	7	-2	-12	1	5	-1	-1
c1ccc(-c2nnc(-c3ccccn3)nn2)nc1
  -1.2	13	3	.	-17	1	6	.	0
Cc1cc2c(=O)n(Cc3ccco3)c(SCC(=O)NCc3ccco3)nc2s1
  -2.6	8	5	-2	3	12	-1	-2	-7
CC1Cc2ccccc2N1C(=O)C1CCCN(S(=O)(=O)c2cccc3cccnc23)C1 (configuration not stated)
  -4.0	6	1	-14	11	10	6	.	-5
COc1cc2c(cc1OC)C(c1ccccc1O)N(C1CC(=O)N(c3ccccc3)C1=O)CC2 (configuration not stated)
  1.0	12	16	-1	14	4	11	-6	-11
CCCCCn1c(CN2CCN(c3cccc(Cl)c3)CC2)nc2c1c(=O)[nH]c(=O)n2C
  5.3	38	6	1	-3	1	11	-2	2
O=C(NC1CCCc2ccccc21)c1cccnc1 (configuration not stated)
  -1.4	10	4	.	-5	4	7	9	-12
Cc1ccc(-c2nc(S(=O)(=O)c3ccc(F)cc3)c(SCC(=O)NCC3CCCO3)o2)cc1 (configuration not stated)
  -3.2	.	9	.	3	3	4	13	.
CCOC(=O)CCc1c(C)nc(SCC(=O)O)c(C#N)c1C
  0.1	17	7	-1	17	1	12	5	8
O=C(CCn1c(=O)sc2ccccc21)NCc1ccccc1
  -0.2	1	-14	-1	-42	8	-2	.	4
O=C(Nc1cccc(S(=O)(=O)C(F)F)c1)c1ccc(S(=O)(=O)N2CCOCC2)cc1
  1.9	6	-1	-3	1	7	4	11	-3
COc1ccc(CCNC(=O)c2cnn(-c3ccc(C)c(C)c3)c2NC(=O)c2ccco2)cc1OC
  1.2	-4	4	-3	13	2	11	14	2
CC1(C)CC(=O)C(C=NCCCn2ccnc2)=C(O)C1
  -2.2	6	4	-1	-29	2	5	-2	-13
CCn1c(=O)c2cc(C(=O)N3CCCC3)sc2c2ccccc21
  0.1	18	-1	-3	-9	11	7	-21	6
Cc1ccc(C)c2[nH]c(=O)c(CN(CC3CCCO3)C(=O)NC3CCCCC3)cc12 (configuration not stated)
  -2.8	31	6	-2	12	-19	9	-4	-14
CC1CN(CCC(=O)Nc2ccc3c(c2)CCC3)CC(C)O1 (configuration not stated)
  -2.2	5	-2	.	-2	0	10	6	-7
CCC(C(=O)NC1CCCC1)N(C(=O)c1snc(C(N)=O)c1N)c1ccc2c(c1)OCCO2 (configuration not stated)
  -2.6	1	6	-1	-3	6	3	-2	2
COc1cc2c(=O)nc3n(c2cc1OC)C(c1ccccc1)N=C(N)N3 (configuration not stated)
  -1.9	-12	5	0	-12	3	2	-9	7
C=CCNC(=O)c1c(N)n(-c2ccc3c(c2)OCO3)c2nc3ccccc3nc12
  1.9	11	-10	5	8	8	-14	-7	6
O=c1c2[nH]c3ccccc3c2ncn1Cc1ccccn1
  2.1	-10	-4	-5	2	5	10	5	3
COc1ccc(CCNC(=O)c2ccc(N3CCCC3=O)cc2)cc1OC
  -0.5	-3	7	-4	17	10	16	-5	2
c1ccc(-n2ncc3c(NC4CCCCCC4)ncnc32)cc1
  -0.3	-9	2	1	-20	0	0	-10	-4
C#Cc1ccc(C(=O)Nc2cc(C(N)=O)ccc2N2CCOCC2)cc1
  -0.3	27	12	-1	-2	6	0	-6	11

As entered above.
In FXIIa inh mix, `C#Cc1ccc(C(=O)Nc2cc(C(N)=O)ccc2N2CCOCC2)cc1` shows 6
In CatL block, `O=C(Nc1cccc(S(=O)(=O)C(F)F)c1)c1ccc(S(=O)(=O)N2CCOCC2)cc1` shows 11

(continued)
Values in the order: 5HT1a ag	MKP-1 inh	FXIa inh mix	Hsp90 block	C1s block	FXIIa inh mix	Cathepsin G inh	CatL block	Cdc25B inh
COc1ccc(N(CN2C(=O)c3ccccc3C2=O)C(=O)C(C)C)cc1
  -1.1	25	7	1	4	1	7	7	10
CCOC(=O)N1CCC(NC(=O)C2CCN(Cc3nc(-c4ccc(CC)cc4)oc3C)CC2)CC1
  -1.9	14	4	-2	-4	-19	5	.	-19
Cc1cc(C)cc(OCc2ccc(C(=O)O)o2)c1
  -1.6	12	2	-2	15	5	10	9	-8
Cc1nccn1-c1c2c(c(C#N)c3nc4ccccc4n13)CCC2
  1.9	9	6	-10	-40	4	-2	-3	1
Cc1ccc(Nc2nc(CSc3nnnn3-c3ccccc3)cc(=O)[nH]2)cc1
  2.0	54*	5	2	14	5	11	11	2
CCN(CC)c1nc2ccccc2n2cnnc12
  -1.2	2	7	-10	7	1	9	-7	-2
O=C(O)CSc1nc2c(c(=O)[nH]1)CCCC2
  -0.6	0	3	0	12	-15	7	.	3
Cc1cc(C)c(N2C(=NC(=O)CCCC(=O)O)SC3CS(=O)(=O)CC32)c(C)c1 (configuration not stated)
  -0.1	-2	9	0	14	3	9	7	10
O=S(NCc1ccccc1)C12CC3CC(CC(C3)C1)C2 (configuration not stated)
  0.1	4	2	-1	11	4	12	12	0
COc1ccc(C2CC(c3ccccc3Cl)Nc3ncnn32)cc1OC (configuration not stated)
  -1.8	10	2	-1	7	1	9	0	-10
Cc1cc(C)c(C)c(OCc2nc(-c3cccnc3)no2)c1
  0.5	-3	10	-4	-8	-3	2	2	-4
O=C(NC1CCCCCC1)c1cc2n(n1)C(C(F)(F)F)CC(c1ccco1)N2 (configuration not stated)
  1.7	34	-3	-3	-23	2	18	16	2
Cc1ccccc1-c1nnc2s/c(=C\c3ccc(N(C)C)cc3)c(=O)n12
  -0.4	1	-7	17	-44	4	5	17	7
CCN(CC)CCNC(=O)CCn1c(=S)[nH]c2cc3c(cc2c1=O)OCO3
  -0.1	-9	-1	-2	-15	1	8	3	-17
COc1ccc(-n2c(SC)nc(O)cc2=O)cc1
  -1.7	-7	1	0	-39	3	-10	.	-6
Cc1cccn2c(=O)c3cc(C#N)c(=NC(=O)c4ccccc4)n(Cc4ccco4)c3nc12
  9.7	30	-6	.	-46	-6	-7	-45	2
CCOc1cc(C)nc(N2CCN(C3CCCCC3)CC2)n1
  1.2	-17	-16	-7	-113	-4	-4	13	-14
O=c1c2[nH]c3ccc(F)cc3c2ncn1CCN1CCN(Cc2ccccc2)CC1
  1.3	-1	8	-2	12	-6	10	20	-4
COc1cccc(OC)c1C(=O)N1CCN(Cc2ccccc2C)CC1
  -3.6	18	9	-3	-27	12	-1	.	2
COc1ccc(CCCc2nnc(SCC(=O)Nc3cc(C)c(C)cc3Br)o2)cc1
  -1.3	44	1	-3	-9	-18	29	25	-3
COc1ccc(-n2c(O)c(C=NC3CC3)c(=O)[nH]c2=O)cc1
  -1.3	-7	16	2	-2	4	1	30	1
CC(=O)Oc1ccccc1C1OC(=O)c2ccccc2N1C(C)=O (configuration not stated)
  -2.0	-7	.	-1	.	.	.	-5	13
O=C(CSc1nnc(CNC(=O)c2cccs2)o1)c1ccccc1
  -1.9	-1	7	-7	11	-5	8	11	-2
Cc1cc(Cl)c(S(=O)(=O)NC2CCCCC2)cc1OCC(=O)Nc1nncs1
  -1.9	3	10	-4	-3	10	6	7	-17
Cc1ccc2nc3c(cc(C#N)c(=O)n3-c3nccs3)c(=O)n2c1
  59*	23	-17	-5	-181	8	-15	i	-1
N#CC1=C(N)Oc2n[nH]c(-c3cccs3)c2C1c1cccnc1 (configuration not stated)
  -0.2	2	4	-5	2	2	0	-4	-26
COc1cc(-c2nnc3n2N=C(c2ccccc2)CS3)cc(OC)c1OC
  -1.3	3	7	-2	5	-21	-1	1	-6
Cc1nc(N2CCN(Cc3ccccc3)CC2)nc2c1C(=O)CC(C)C2 (configuration not stated)
  0.7	-19	2	-1	-2	6	1	-6	-10
CCN(CC)CCNC(=O)c1ccccc1N
  1.2	-27	.	5	.	.	.	-25	3
O=C(COC(=O)c1cccnc1Nc1cccc(C(F)(F)F)c1)NCCN1C(=O)CSC1=O
  -0.3	44	2	-3	-7	4	7	7	-10
Nn1c(SCc2nc3ccccc3[nH]2)nnc1C1CCCCC1
  -0.1	-20	5	2	15	4	11	-4	9
Cc1cc(C)nc(NS(=O)(=O)c2ccc(NC(=O)CCCN3C(=O)c4ccccc4C3=O)cc2)n1
  0.0	17	-3	-5	-10	9	5	.	-8
CCCCOC(=O)Cn1c(=N)n(CCN2CCOCC2)c2ccccc21
  -1.9	-6	8	-1	4	3	12	12	0
O=C(Nc1ccc2c(c1)OCO2)C1CC(c2c(F)cccc2Cl)=NO1 (configuration not stated)
  -0.7	-5	0	4	14	7	10	21	-2

Source: PubChem BioAssay
